# Compound activity (PubChem BioAssay)
# FAS-TE inh = blocks the thioesterase domain of human fatty acid synthase | recombinant FAS-TE, OMFH fluorogenic substrate, fluorescence endpoint | P49327 | inhibition, % at 15 µM | hit rate 0.67% among 360,000 | AID 602261;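 active = compounds whose normalised, plate-corrected inhibition of enzyme fluorescence in the single-dose primary screen is 50% or more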;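 note: 0% = DMSO with enzyme and 100% = substrate without enzyme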
# PABP1 MLLE inh = inhibitors of microRNA-mediated deadenylation, human PABP1 MLLE binding; GST-MLLE / FITC-PAM2 fluorescence polarization; inhibition, % at 20 µM; hit rate 0.36% among 360,000; in the data active = inhibition above about 35%, passing the limit was not always enough;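 note: plate controls were DMSO wells with GST-MLLE for no effect and wells lacking GST-MLLE protein for full effect; some results filed as inactive read as strong as hits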
# MT1-MMP act inh = blocks activation of human MT1-MMP; P50281; HT1080 RFP-PRO-GFP cells, GFP/RFP ratio fluorescence, overnight; percent of plate control window, DMSO zero; GFP/RFP ratio change, % at 20 µM; hit rate 0.061% among 360,000; AID 651647;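 active = GFP/RFP ratio change of at least 30% with cell ATP level not reduced by more than half and red fluorescence within 50% of control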; note: strong numbers were not always called active
#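 Assay system: RFP-PRO-GFP reporter HT1080 cells; read-out basis: GFP/RFP fluorescence ratio; benchmarks: DMSO wells and RFP-L50D-GFP cells; doses: 20 µM single dose, 1% DMSO; schedule: overnight cell settling, then overnight compound exposure, 37 °C, 5% CO2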
# Rin1-Abl PPI inh = blocks binding of human Rin1 to Abl; TR-FRET Rin1/Abl binding, biochemical; P00519+Q13671; hit rate 0.4% among 360,000; inhibition, % at 7.35 µM; in the data active = inhibition above about 5%, passing the limit was not always enough
# Rpn11 inh = Rpn11 (human) deubiquitinase inhibition; O00487; hit rate 0.59% among 360,000; calls only at 20 µM; human 26S proteasome, Ub4-pepOG fluorescence polarization; 20S core pre-blocked with epoxomicin;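 active = inhibition at 20 µM, scaled to each plate's controls, above about 33%, limit read from the data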
# Target sequence (O00487 whole entry, looked up): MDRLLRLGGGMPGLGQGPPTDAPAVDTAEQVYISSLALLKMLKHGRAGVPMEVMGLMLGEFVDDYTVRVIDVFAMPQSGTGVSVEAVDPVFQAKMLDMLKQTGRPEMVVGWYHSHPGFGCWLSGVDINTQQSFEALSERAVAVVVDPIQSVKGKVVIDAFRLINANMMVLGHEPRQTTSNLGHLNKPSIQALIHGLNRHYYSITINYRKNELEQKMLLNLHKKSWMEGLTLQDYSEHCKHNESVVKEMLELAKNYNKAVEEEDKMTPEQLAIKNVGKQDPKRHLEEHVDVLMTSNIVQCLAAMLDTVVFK
# eLon inh = E. coli protease La inhibition. P0A9M0. purified E. coli Lon protease, fluorescence polarization. inhibition, % at 7.94 µM. hit rate 0.42% among 360,000. AID 602123; in the data active = inhibition above about 13%, passing the limit was not always enough;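 note: 0% = enzyme with probe and DMSO and 100% = no enzyme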
# bovine MsrA act = activates bovine MsrA enzyme. activation, % at 10.6 µM. hit rate 0.3% among 360,000. AID 602163. purified bovine MsrA, absorbance read-out; in the data active = activation above about 7.5%;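 note: 0% = vehicle and 100% = reference activator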
# CSN deneddyl inh = inhibitors of human CSN-mediated cullin deneddylation; hit rate 0.38% among 360,000; inhibition, % at 12.5 µM; Q92905; Purified CSN, SCF-Nedd8-OG deneddylation, fluorescence polarization;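 active = pattern-corrected inhibition above about 35%, with an unprinted fluorescence ratio check between 0.5 and 1.5, limit read from the data, passing the limit was not always enough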;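 note: 0% = enzyme with substrate and 100% = substrate without enzyme; some results filed as inactive read as strong as hits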
# Target sequence (Q92905 whole entry, looked up, one chain of several): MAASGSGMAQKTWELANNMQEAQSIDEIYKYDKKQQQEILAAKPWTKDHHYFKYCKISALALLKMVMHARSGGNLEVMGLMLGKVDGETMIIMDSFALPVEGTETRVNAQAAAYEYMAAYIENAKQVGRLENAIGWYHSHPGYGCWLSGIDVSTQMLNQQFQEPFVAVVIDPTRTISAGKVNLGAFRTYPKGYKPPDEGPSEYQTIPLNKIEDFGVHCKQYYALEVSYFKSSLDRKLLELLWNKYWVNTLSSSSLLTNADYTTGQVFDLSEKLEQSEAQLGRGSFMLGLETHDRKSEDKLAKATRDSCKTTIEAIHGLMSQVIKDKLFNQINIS
#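 Test system: Human Csn5 produced in HEK293T cells | Compound: 12.5 µM single point | Times: 90 min, room temperature | Signal: Fluorescence polarization readout | Read-out basis: % inhibition of substrate cleavage by Csn5 | Controls: no-enzyme wells high, enzyme-with-substrate wells low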
# MsrA inh = inhibits bovine methionine sulfoxide reductase A; purified bovine MsrA, absorbance read-out; inhibition, % at 15.5 µM; hit rate 0.75% among 360,000; AID 651718; in the data active = inhibition above about 4.5%;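 note: 0% = vehicle wells with enzyme and 100% = reference inhibitor wells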
# * hit, by the source's call; i = inactive; . = no result given; & = joins results of further samples. Compounds were not picked by outcome; overall some 3.7% were active at least once.
SMILES	bovine MsrA act	Rpn11 inh	MsrA inh	FAS-TE inh	PABP1 MLLE inh	Rin1-Abl PPI inh	MT1-MMP act inh	CSN deneddyl inh	eLon inh
COc1ccc(NC(=O)Cn2nnc(C(=O)NCc3cccs3)c2N)cc1OC	-5	i	-0.7	-2	7	1	-1	-3	-7
CCOC(=O)C(/C(N)=N/C(=O)Nc1ccccc1)=C(\C)O	-13	i	-0.6	-1	-2	2	-2	-4	0
CCCCn1c(CCNC(=O)c2ccco2)nc2ccccc21	-5	i	-0.6	-4	-26	4	0	3	-1
CCCc1nc(NCc2ccccc2)c(C#N)c2c1CCCC2	-3	i	0.0	34	-2	0	-2	6	-1
COc1ccc(C(=O)N/N=C/c2cc3ccccc3[nH]c2=O)cc1	-4	i	5.0*	4	17	-3	4	2	2
Cc1ccc(/C=C2/SC(=S)N(c3ccc(S(=O)(=O)Nc4nccs4)cc3)C2=O)cc1	-12	i	1.2	10	19	4	0	14	3
O=C(CN1CCN(c2ccc(O)cc2)CC1)Nc1cc([N+](=O)[O-])ccc1Cl	0	i	0.7	28	-4	-7	1	-14	-3
O=c1c2ccccc2oc2nc3n(c(=O)c12)CCCS3	-5	i	2.5	-4	-3	1	9	2	6
Cc1nn(Cc2ccccc2Cl)c(C)c1NC(=O)c1nc2ncccn2n1	4	i	-0.3	-7	-9	-4	7	-7	-3
COc1ccccc1CNC(=O)N1CCN(S(=O)(=O)c2ccccc2)CC1	-2	i	-1.4	-2	-7	-1	-1	0	-3
COc1ccccc1NC(=O)C1=C(C)NC(=O)NC1c1ccco1 (stereo not given)	-7	i	0.6	-6	-1	-2	-1	3	7
Cc1cccnc1NC(=S)NC(=O)c1cccs1	-4	i	-1.0	-6	39*	1	-3	1	-4
CCOc1cccc(/C=N/N2C(=O)CSC2=S)c1O	-4	i	2.5	-1	9	1	8	5	1
O=C(Nc1ccc(S(=O)(=O)NCCc2ccccc2)cc1)c1ccc(Br)o1	-11	i	-0.6	10	-5	2	6	-2	1
Cc1ccc(NC(=O)c2ccc(Cl)cc2Cl)cc1O	0	i	2.9	2	-3	-2	-6	1	4
CC(C)C[C@H]1CNC(=S)N1CC1CCCN1C[C@H](CC(C)C)N1C[C@H](CC(C)C)N(CCc2ccccc2)C1=S (stereo not given in full)	4	i	0.1	-147	-6	-3	2	6	8
O=C(NCCCCc1ccccc1)c1cccc(NC(=O)C2CCCC2)c1	-2	i	-0.2	9	0	0	-4	3	7
COc1ccccc1CC(=O)Nc1ccc(NC(=O)c2cccs2)cc1	-4	i	-0.2	-2	-2	-2	0	-3	1
Cc1cc(NC(=O)CSC2=Nc3ccccc3C3=NC(Cc4ccccc4)C(=O)N23)n[nH]1 (stereo not given)	-2	i	2.1	-2	-24	-4	2	1	-12
Cc1cccc(N2CC(C(=O)Nc3ccccc3N3CCOCC3)CC2=O)c1C (stereo not given)	-3	i	-0.3	-4	4	0	0	-5	2
CCOC(=O)C(C)N1C(=O)S/C(=C\c2ccc(-c3ccccc3C(=O)O)o2)C1=O (stereo not given)	-2	i	2.2	-2	-6	-2	-2	48*	-19
Cn1c(C(=O)NCCCN2CCCC2=O)cc2c(=O)n(C)c3ccccc3c21	-2	i	0.7	-2	7	2	8	1	1
Cc1ccccc1CS(=O)(=O)Cc1ccc(C(=O)NCC2CCCO2)o1 (stereo not given)	-3	i	-0.8	-8	8	-1	0	-3	-3
CCc1ccccc1NCC(=O)Nc1ccc(Cl)c(C(F)(F)F)c1	-2	i	-0.5	46	0	1	-1	-6	11
O=[N+]([O-])c1ccccc1-c1cc(-c2cc(Cl)ccc2O)n[nH]1	-3	i	1.3	-2	3	-1	1	-5	-1
NC(=O)NC(=O)COC(=O)c1cccc(S(=O)(=O)N2CCCCCC2)c1	-4	i	0.6	-6	-7	-1	0	-5	-11
O=C(c1cccnc1)N1CCN(Cc2cccc(F)c2)CC1	-3	i	0.1	-2	8	1	1	-7	-1
O=C(NCCN1CCOCC1)c1ccc(CS(=O)(=O)c2ccc(Br)cc2)o1	0	i	0.3	-5	1	3	0	2	-6
Cc1cc(NC(=O)CSc2nnc(-c3cccnc3)n2N)no1	-5	i	-0.8	-4	-19	4	2	7	-1
O=C(Nc1nc2ccc(S(=O)(=O)N3CCCCC3)cc2s1)c1ccncc1	-4	i	3.3	2	-15	2	0	1	-3
CC(C)(C)c1[nH]nc2c1C(c1ccoc1)C(C#N)=C(N)O2 (stereo not given)	-2	i	-0.7	-1	8	3	-5	0	-15
N#CC1=C2SCN(Cc3ccccc3)CN2C(=O)CC1c1ccc2c(c1)OCO2 (stereo not given)	-2	i	0.0	-2	19	1	2	7	-11
O=C1c2ccc3c4c(ccc(c24)C(=O)N1c1cccc(O)c1)CC3	-10	i	1.0	-2	-14	-2	6	-3	-5
Cc1cc(C)n(CC(=O)NNC(=O)c2ccc(NC(=O)CC#N)cc2)n1	-2	i	0.3	-7	8	-3	-2	1	-9
O=C(Nc1ccccc1)c1ccc(=O)n(Cc2cccc(Cl)c2)c1	-12	i	-1.1	-1	-5	2	6	-16	3
COc1ccc(N2CCN(S(=O)(=O)CCNC(=O)c3ccco3)CC2)cc1	-10	i	-0.3	-7	6	1	2	-3	-8
COc1ccc(Nc2oc(COc3ccc(Cl)cc3)nc2C#N)cc1	-3	i	0.0	28	9	3	-9	7	-7
COc1cccc(-c2c(C(=O)N/N=C(\C)c3cccnc3)nnn2-c2nonc2N)c1	-5	i	-0.5	-4	6	1	-2	5	10
O=C(CSc1nc2ccc([N+](=O)[O-])cc2s1)c1ccc2ccccc2c1	0	i	1.3	0	-117	0	-6	5	-5
CC(=O)Cc1ccccc1OCC(=O)O	-6	i	-0.3	-8	-5	-4	8	2	-1
Cc1ccc(OCc2nnc(SCC(=O)Nc3cccc4ccccc34)n2-c2ccccc2)cc1	-4	i	1.8	22	-16	-1	-1	-1	-6
COc1ccc(CNC(=O)C2CCN(S(=O)(=O)c3cccc4nonc34)CC2)cc1	-4	i	1.1	2	7	-4	-2	3	-2
Cc1ccccc1Cn1ccc(NC(=O)c2cnn3cccnc23)n1	0	i	0.2	3	0	-2	-2	1	-5
CC(=O)c1ccc(NC(=O)CCCN2C(=O)C(c3ccccc3)Oc3cccnc32)cc1 (stereo not given)	-2	i	1.1	7	4	0	1	-1	4
CC(=Nc1ccccc1)C1=C(O)CC(C)(C)CC1=O	-4	i	-0.1	-6	-2	2	0	-9	-7
CC(C)(C)NC(=O)C(=O)N/N=C/c1ccc(F)cc1	-2	i	-1.3	-8	2	-3	6	2	-7
Nc1cc(N)nc(SCC(=O)NC2CCCCCCC2)n1	-5	i	0.7	-6	7	3	-2	-4	15
CCCc1cc(C(=O)Nc2ccc(C(=O)c3ccc(F)cc3)cc2)n(C)n1	-3	i	.	25	5	-1	2	-6	-4
Cc1ncc([N+](=O)[O-])n1Cc1ccc(Br)cc1	-3	i	0.6	-4	7	4	3	1	-5
CCOC(=O)C(C#N)c1ccccn1 (stereo not given)	4	i	1.2	-9	11	0	-1	-4	0
OC(COc1ccc2ccccc2c1)CN1CCOCC1 (stereo not given)	-1&-3	i	1.0&-1.3	-5&-1	9&-2	2&0	0&-2	-5&-4	-15&-1
CCOc1ccc(Br)cc1C(=O)N/N=C/c1cccnc1	-1	i	0.5	2	6	-4	-6	0	-12
CCCOC1CCCN(C(=O)c2ccc(OC3CCN(C(=O)CCOC)CC3)cc2)C1 (stereo not given)	-5	i	0.1	-3	9	1	2	0	-2
O=C(NC1CCCC1)c1c(O)nc2sccn2c1=O	-3	i	-0.3	-2	10	2	4	-9	-3
COC(=O)c1ccc(NC(=O)NCCCl)cc1	-5	i	0.8	-3	-5	1	4	0	-1
COc1ccc(NC(=O)C2CCCN(CCCc3ccccc3)C2)cc1OCC(C)C (stereo not given)	-11	i	-2.5	2	-6	2	-3	-2	-9
CCOC(=O)C1(C)CCN1C(=O)c1csnn1 (stereo not given)	-1	i	-0.3	-4	8	-2	-3	-1	-6
C/C(C=O)=C/c1ccccc1	-3	i	0.7	-5	6	-1	1	0	-5
CC1(C)OC2OC(COC(=O)c3ccc([N+](=O)[O-])cc3)C3OC(C)(C)OC3C2O1 (stereo not given)	-3	i	-1.4	5	-1	-2	5	0	4
CS(=O)(=O)c1nc(S(=O)(=O)c2ccc(Cl)cc2)c(N2CCCCC2)s1	-4	i	-0.3	6	-4	0	-4	-2	1
CC1(c2ccc3ccccc3c2)NC(=O)N(CC(=O)N2CCN(S(=O)(=O)c3ccccc3F)CC2)C1=O (stereo not given)	-2	i	-0.6	8	-53	1	-5	-1	4
CCOC(=O)Cc1nnc2c(Nc3ccc(Cl)cc3)nc3nonc3n12	-2	i	3.4	-12	7	-1	-8	1	8
CC1c2ccccc2N(S(=O)(=O)c2ccccc2)C1C (stereo not given)	-1	i	-1.3	17	-11	1	0	-1	-4

# Of the compounds above, eight contain a furan ring, fused or not:
SMILES	bovine MsrA act	Rpn11 inh	MsrA inh	FAS-TE inh	PABP1 MLLE inh	Rin1-Abl PPI inh	MT1-MMP act inh	CSN deneddyl inh	eLon inh
CCCCn1c(CCNC(=O)c2ccco2)nc2ccccc21	-5	i	-0.6	-4	-26	4	0	3	-1
COc1ccccc1NC(=O)C1=C(C)NC(=O)NC1c1ccco1 (stereo not given)	-7	i	0.6	-6	-1	-2	-1	3	7
O=C(Nc1ccc(S(=O)(=O)NCCc2ccccc2)cc1)c1ccc(Br)o1	-11	i	-0.6	10	-5	2	6	-2	1
CCOC(=O)C(C)N1C(=O)S/C(=C\c2ccc(-c3ccccc3C(=O)O)o2)C1=O (stereo not given)	-2	i	2.2	-2	-6	-2	-2	48*	-19
Cc1ccccc1CS(=O)(=O)Cc1ccc(C(=O)NCC2CCCO2)o1 (stereo not given)	-3	i	-0.8	-8	8	-1	0	-3	-3
O=C(NCCN1CCOCC1)c1ccc(CS(=O)(=O)c2ccc(Br)cc2)o1	0	i	0.3	-5	1	3	0	2	-6
CC(C)(C)c1[nH]nc2c1C(c1ccoc1)C(C#N)=C(N)O2 (stereo not given)	-2	i	-0.7	-1	8	3	-5	0	-15
COc1ccc(N2CCN(S(=O)(=O)CCNC(=O)c3ccco3)CC2)cc1	-10	i	-0.3	-7	6	1	2	-3	-8
